High-throughput results (PubChem BioAssay)
RGS4 inh: Inhibitors of Regulator of G Protein Signaling (RGS) 4: qHTS; Regulator of G-protein signaling 4 (Homo sapiens), P49798; Transcreener GDP fluorescence polarization, RGS4-accelerated GTP hydrolysis; Potency, µM (series often up to 114 µM), without a hit: at the top dose activity change, negative = inhibition, actives largely listed as inhibitors; 390,000 tested, 0.039% active; AID 504845, 2011; further: potency means the concentration at half of the fitted maximal effect; on the % scale 0 is the no-effect control and ±100 the full control effect; nearly all actives have a fitted effect of over 75% in size; some results filed as inactive show a strong effect at the top dose
Target sequence (P49798 whole entry, looked up): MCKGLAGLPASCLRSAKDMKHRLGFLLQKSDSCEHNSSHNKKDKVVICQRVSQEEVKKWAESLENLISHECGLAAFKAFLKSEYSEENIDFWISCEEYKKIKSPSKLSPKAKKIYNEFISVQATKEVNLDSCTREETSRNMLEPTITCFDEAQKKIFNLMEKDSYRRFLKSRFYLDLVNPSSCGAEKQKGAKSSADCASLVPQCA
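MLSMR compounds (23 nl, pin-transferred) preincubated 10 min at room temperature with a 500nM (2x) first reagent, then RGS4 at 900nM (2x) plus Transcreener GDP mix added; fluorescence polarization (620/688 nm) read before and after 90 min at 30 °C.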
Vif-A3F inh: qHTS for Inhibitors of Vif-A3F Interactions: qHTS. Potency, µM (titrated, usually from 46.1 µM), for inactives: at the highest dose activity, negative = active. AID 602313, 2012. HeLa A3F-eYFP + Vif (tagged APOBEC3F with the HIV-1 protein that degrades it), YFP fluorescence increase. 390,000 tested, 0.2% active; further: potency means the concentration at half of the fitted maximal effect; % of control where 0% means no effect; nearly all actives have a fitted effect of over 65% in size
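HeLa cells stably expressing Vif plus C-terminally eYFP-tagged A3F were seeded, incubated overnight at 37 deg C, dosed with compound, incubated overnight again at 37 deg C. Yellow fluorescence (Ex 488/Em 500-530) reported blocked Vif-mediated A3F-eYFP degradation.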
Glioma ERSR ind: qHTS for Inducers of the Endoplasmic Reticulum Stress Response (ERSR) in Human Glioma: qHTS; AID 602332, 2012; 420,000 tested, 0.02% active; U87-MG GRP78 promoter luciferase reporter, 16 h; Potency, µM, for inactives: at the highest dose activation, actives largely listed as activators; further: potency means the concentration at half of the fitted maximal effect; series mostly up to about 76 µM; % of control where 0% means no effect; nearly all actives have a fitted effect of over 35% in size
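Stably transfected U87-MG glioma cells carrying a GRP78-based luciferase sensor; 16 h compound incubation. Luminescence end-point read 10 min after Bright-Glo addition at room temperature.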
Vif-A3G inh: qHTS for Inhibitors of Vif-A3G Interactions: qHTS; DNA dC->dU-editing enzyme APOBEC-3G (Homo sapiens), Q9HC16; HeLa A3G-eYFP + Vif (tagged APOBEC3G with the HIV-1 protein that degrades it), YFP fluorescence, overnight; Potency, µM (highest dose often 46.1 µM), without a hit: at the highest dose activity, negative = active, actives largely listed as inhibitors; 410,000 tested, 0.076% active;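 further: potency means the concentration at half of the fitted maximal effect; on the % scale 0 is the no-effect control and ±100 the full control effect; nearly all actives have a fitted effect of over 60% in size; hits raise eYFP signal because A3G escapes Vif-driven loss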
Target sequence (Q9HC16 whole entry, looked up): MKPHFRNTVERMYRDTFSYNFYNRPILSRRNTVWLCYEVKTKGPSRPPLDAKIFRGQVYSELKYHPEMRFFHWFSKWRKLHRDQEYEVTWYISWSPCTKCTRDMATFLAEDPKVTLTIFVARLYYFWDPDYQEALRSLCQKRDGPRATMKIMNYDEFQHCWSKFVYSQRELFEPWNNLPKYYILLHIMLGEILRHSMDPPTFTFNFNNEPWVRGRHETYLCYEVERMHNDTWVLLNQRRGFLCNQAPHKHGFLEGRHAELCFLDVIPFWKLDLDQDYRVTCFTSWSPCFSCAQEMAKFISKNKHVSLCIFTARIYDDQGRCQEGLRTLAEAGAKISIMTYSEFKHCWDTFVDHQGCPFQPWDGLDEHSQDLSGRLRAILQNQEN
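Read-out is eYFP fluorescence (Ex 488/Em 500-530) from Vif-expressing HeLa A3G-eYFP cells; more signal means A3G escaped Vif-mediated degradation. Cells plated overnight, compound pinned in, incubated overnight at 37 deg C.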
mIDH1 inhibitor: qHTS for Inhibitors of mutant isocitrate dehydrogenase 1 (IDH1): qHTS. IDH1-R132H enzyme, NADPH consumption, diaphorase/resazurin fluorescence. Potency, µM (top dose mostly 76.6 µM), inactives show top-dose activity change, negative = inhibition, actives largely listed as inhibitors. 390,000 tested, 0.093% active. AID 602179, 2012; further: potency means the concentration at half of the fitted maximal effect; on the % scale 0 is the no-effect control and ±100 the full control effect; nearly all actives have a fitted effect of over 65% in size
Target sequence (O75874 whole entry R132H, stated change not applied): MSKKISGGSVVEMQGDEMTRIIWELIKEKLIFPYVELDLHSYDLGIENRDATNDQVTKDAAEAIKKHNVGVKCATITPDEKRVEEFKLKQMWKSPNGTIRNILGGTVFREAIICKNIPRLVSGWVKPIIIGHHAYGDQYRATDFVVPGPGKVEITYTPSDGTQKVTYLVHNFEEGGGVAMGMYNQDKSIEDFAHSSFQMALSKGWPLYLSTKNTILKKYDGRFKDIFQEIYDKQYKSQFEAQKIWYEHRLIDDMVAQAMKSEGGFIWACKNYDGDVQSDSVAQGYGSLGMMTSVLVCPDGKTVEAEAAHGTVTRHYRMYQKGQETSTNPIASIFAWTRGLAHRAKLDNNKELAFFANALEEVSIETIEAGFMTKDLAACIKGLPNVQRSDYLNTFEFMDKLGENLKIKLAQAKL
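IDH1-R132H (0.5 ug/mL) preincubated 30 min with compound, then NADPH (0.016 mM) and alpha-KG (2 mM) added; 80 min at RT, pH 7.5. Remaining NADPH coupled via diaphorase/resazurin to fluorescence (540/590 nm); concentration-response curves normalized to no-enzyme control.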
USP1-UAF1 inh: Inhibitors of USP1/UAF1: Primary Screen; 390,000 tested, 0.23% active; recombinant USP1/UAF1, Ub-Rhodamine cleavage fluorescence; Potency, µM (doses to about 57.1 µM), for the others: at the top dose activity change, negative = inhibition, most hits filed as inhibitors; further: potency means the concentration at half of the fitted maximal effect; on the % scale 0 is the no-effect control and ±100 the full control effect; nearly all actives have a fitted effect of over 60% in size; inactives centre near -12
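In this screen, compounds sit with the deubiquitinase complex (1nM) for 15 min at room temperature before Ub-Rho is added at 150nM final. Fluorescence rise is then followed for 6 reads every 60 seconds.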
LDHA block: qHTS assay for inhibitors of human lactate dehydrogenase; L-lactate dehydrogenase A chain (Homo sapiens), P00338; purified LDHA, NADH/diaphorase-resazurin fluorescence; active compounds read low; activity change, % (values are at about 110 or 230 µM); 480,000 tested, 0.15% active; in the data active means activity change below about -30%; inconclusive means mostly about -25% to -30%;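 further: plate controls were DMSO wells for no effect and wells without enzyme for full effect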
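Enzyme activity of human lactate dehydrogenase 5 (2 nM; 0.06 mM NADH, 0.2 mM pyruvate, 5 min, RT) is measured via a resazurin/diaphorase fluorescence readout of residual NADH.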
TrxR1 substrate: qHTS Assay for Substrates of Mammalian Selenoprotein Thioredoxin Reductase 1 (TrxR1): qHTS. 390,000 tested, 0.01% active. purified TrxR1 substrate turnover, NADPH consumption readout. Potency, µM (top dose mostly 114 µM), for the others: at the top dose activity change, negative = substrate turnover. Thioredoxin reductase 1, cytoplasmic (Rattus norvegicus), O89049; further: potency means the concentration at half of the fitted maximal effect; on the % scale 0 is the no-effect control and ±100 the full control effect; nearly all actives have a fitted effect of over 50% in size
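Rat TrxR1, dispensed at 90 nM, was prereduced with 400 uM NADPH (final) for 5 min at ~22 deg C, then incubated with compound 15 min before 400 uM selenite. A first-read NADPH fluorescence drop versus no-compound background flagged substrates.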
TrxR1 inh: qHTS Assay for Inhibitors of Mammalian Selenoprotein Thioredoxin Reductase 1 (TrxR1): qHTS; recombinant rTrxR1, NADPH fluorescence consumption, selenite substrate; AID 588453, 2011; 390,000 tested, 1% active; Thioredoxin reductase 1, cytoplasmic (Rattus norvegicus), O89049; Potency, µM (top dose mostly 114 µM), without a hit: at the highest dose activity change, negative = inhibition, hits mostly inhibitors; further: potency means the concentration at half of the fitted maximal effect; on the % scale 0 is the no-effect control and ±100 the full control effect; nearly all actives have a fitted effect of over 65% in size
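Rat TrxR1 (90 nM in the dispensed reagent) was pre-reduced with 400 uM NADPH for 5 min at room temperature, then incubated with compound for 15 min. After 400 uM selenite was added, NADPH fluorescence (Ex 340/Em 450 nm) was followed for 8 min.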
Active calls of the source: *; u = inconclusive; x = no result given; & = joins results of further samples; [ ] = dose if it differs, or a comment. Unless noted, the call rests on the fitted dose curve; in most records, active means well fitted curve in the direction sought with a large enough effect; inconclusive means small, poorly fitted or top-dose-only effect, or another doubt; inactive means no such curve, though single readings can be large; an effect the other way counts as inactive or inconclusive. Not all compounds are listed (hit frequency here may not be typical).

cpd	compound	RGS4 inh	Vif-A3F inh	Glioma ERSR ind	Vif-A3G inh	mIDH1 inhibitor
1	O=C(Cn1cc(C(=O)C(F)(F)F)c2ccccc21)N1CCOCC1	2%	-7%	1%	3%	13%
2	Cc1cc(C)cc(NC(=S)N2CCN(c3ccccn3)CC2)c1	-39%	0%	-3%	1%	19%
3	Cc1ccccc1CN1[C@H]2CCCC[C@@H]2OCCS1(=O)=O	x	x	-1%	-4%	x
4	COc1cc(C(=O)NCC(c2cccnc2)N2CCN(c3ccc(F)cc3)CC2)cc(OC)c1OC (stereo not drawn)	-22%&-12%	2%&0%	3%&-3%	-1%&-1%	8%&-5%
5	CCSc1nnc(NC(=O)CSc2sc3c(O)cc(=O)[nH]c3c2C#N)s1	-37%	0%	-3%	0%	2%
6	CC(C)CN(C(=O)COC(=O)C12CC3CC(CC(O)(C3)C1)C2)c1c(N)n(Cc2ccccc2)c(=O)[nH]c1=O	x	-5%	-3%	2%	-3%
7	CCc1ccccc1NS(=O)(=O)c1ccc(SC)cc1	-41%	x	4%	-6%	7%
8	OC1(Cc2cc(-c3ccccc3)no2)CCN(CCCc2ccccc2)CC1	7%	5%	-5%	4%	5%
9	C[C@@H]1[C@H](O)C[C@@]23COC(=O)C2=CCCC3[C@@]1(C)CCC1COC(=O)C1 (stereo partly drawn)	7%	0%	-3%	1%	12%
10	COc1ccc(Cl)cc1C(=O)NCC(c1ccco1)N1CCCC1 (stereo not drawn)	2%	3%	-1%	-1%	1%
11	CCC(c1nnnn1Cc1ccco1)N(CCN1CCOCC1)Cc1cc2cc(C)ccc2[nH]c1=O (stereo not drawn)	-29%	4%	-5%	-9%	7%
12	O=C(COc1ccccc1)Nc1ccncc1Cl	-17%	1%	19%	0%	19%

cpd	USP1-UAF1 inh	LDHA block	TrxR1 substrate	TrxR1 inh
1	-8%	-9	-7%[57.1 µM]	5%[57.1 µM]
2	-21%	-5	6%	7%
3	x	x	4%	18%
4	-10%&-10%	1&-3	-21%[57.1 µM]	19%[57.1 µM]
5	2%	6	-2%	-6%
6	6%	-12	x	x
7	-27%	0	-6%	7%
8	-20%	-2	6%	15%
9	-22%	-1	11%	-8%[57.1 µM]
10	-15%	-9	8%[57.1 µM]	-16%[57.1 µM]
11	-24%	5	9%	-57%
12	-9%	-1	2%	20%

Fetched one by one from the entries so far (3):
cpd	compound	RGS4 inh	Vif-A3F inh	Glioma ERSR ind	Vif-A3G inh	mIDH1 inhibitor
1	O=C(Cn1cc(C(=O)C(F)(F)F)c2ccccc21)N1CCOCC1	2%	-7%	1%	3%	13%
7	CCc1ccccc1NS(=O)(=O)c1ccc(SC)cc1	-41%	x	4%	-6%	7%
8	OC1(Cc2cc(-c3ccccc3)no2)CCN(CCCc2ccccc2)CC1	7%	5%	-5%	4%	5%

cpd	USP1-UAF1 inh	LDHA block	TrxR1 substrate	TrxR1 inh
1	-8%	-9	-7%[57.1 µM]	5%[57.1 µM]
7	-27%	0	-6%	7%
8	-20%	-2	6%	15%

Following part.
cpd	compound	RGS4 inh	Vif-A3F inh	Glioma ERSR ind	Vif-A3G inh	mIDH1 inhibitor
13	Cc1cc(S(=O)(=O)N2CCCC2)ccc1OCC(=O)N1CCCCC1	-20%	-12%	-5%	-4%	2%
14	COc1ccc2c(C(=O)CCl)c[nH]c2c1	-1%[56.9 µM]	u	-18%	u	-3%
15	Brc1ccc(-c2nnc(-c3ccccc3)c(N3CCSCC3)n2)cc1	0%[11.4 µM]	1%	-3%	-13%	6%
16	COc1cc(/C=C2/SC(=O)NC2=O)ccc1OCc1ccccc1	24%	-9%	6%	2%	-12%
17	COc1ccc(OC)c(-c2csc(NC(=O)c3ccccc3F)n2)c1	-5%	-1%	-5%	2%	0%
18	Nc1ccccc1C(=O)N/N=C1\C2CN3CCN(C2)CC1(c1ccccc1)C3	-10%	-9%	0%	1%	16%
19	COc1ccc(Nc2nc(N3CCCC3)nc(N3CCOCC3)n2)cc1	6%	-2%	-5%	2%	x
20	CC(C)(C)OC(=O)N1CCN(c2nc(-c3cccs3)nc3ccccc23)CC1	7%	x	x	x	x
21	CCCOc1cccc(C(=O)Nc2nnn(CCC)n2)c1	-20%	0%	4%	-2%	5%
22	COc1ccc(/C=C/C(=O)c2ccc(NC(=O)c3cccs3)cc2)cc1OC	-36%	-1%	u	-8%	5%
23	Cc1ccc(NC(=O)c2c([N+](=O)[O-])c(C(C)(C)C)nn2C)cc1	-14%	-2%	-3%	-1%	6%
24	Cc1onc(-c2ccccc2Cl)c1C(=O)N1CCc2ccccc21	4%	-1%	6%	-5%	11%

cpd	USP1-UAF1 inh	LDHA block	TrxR1 substrate	TrxR1 inh
13	-18%	-10	-1%	3%
14	-25%	-2	8%[57.1 µM]	u
15	-18%	1	-4%	16%[57.1 µM]
16	-4%	-5	-11%	-13%
17	-22%	1	15%	56%[activator]
18	-21%	-8	65%	-11%
19	x	-4	-4%	18%
20	x	6	-6%	-8%
21	-17%	1	2%	0%
22	-19%	5	-9%	-16%
23	-9%	4	-4%[57.1 µM]	4%[57.1 µM]
24	-10%	-8	-6%	1%

Other records follow.
cpd	compound	RGS4 inh	Vif-A3F inh	Glioma ERSR ind	Vif-A3G inh	mIDH1 inhibitor
25	CCc1nnc(NC(=O)CSc2nnc(-c3ccccc3O)n2-c2ccc(C)cc2C)s1	u	-4%	-7%	u	5%
26	COc1ccc(-n2c(=S)[nH]c3cc(C(=O)O)ccc3c2=O)cc1	9%	3%	-4%	0%	3%
27	O=C(Nc1ccc(N2CCOCC2)cc1N1CCOCC1)c1ccco1	u	1%	-4%	-1%	7%
28	CCOC(=O)CSc1n[nH]c(NC(C)=O)n1	-6%	-7%	-2%	2%	-3%
29	CCOc1ccc(C2CC(=O)NC3=C2C(=O)CCC3)cc1 (stereo not drawn)	20%	3%	-6%	1%	2%
30	Cc1csc(=O)n1CC(=O)Nc1ccc(Cl)cc1F	-20%	5%	-3%	1%	8%
31	NC(=O)Nc1ccc(C(=O)OCC(=O)N2CCc3ccccc3C2)cc1	-21%	4%	-1%	-4%	-4%
32	O=C(O)c1cncc(C#CCC2CCCCC2)c1	-3%	-13%	-1%	1%	-1%
33	FC(F)(F)c1cc(Oc2ccccc2Cl)nc(-c2ccccn2)n1	-6%	-10%	-2%	-11%	-2%
34	O=C(CSc1ccc(-c2ccc(Cl)cc2)nn1)Nc1ccc2c(c1)OCCO2	-27%	4%	0%	-7%	5%
35	O=S(=O)(c1cccc(F)c1)N1CCN(c2nc(-c3cccs3)nc3ccccc23)CC1	8%	x	0%	3%	x
36	CCCCn1c(NC(=O)c2ccc(Br)o2)c(S(=O)(=O)c2ccccc2)c2nc3ccccc3nc21	2%	-1%	-4%	4%	-1%

cpd	USP1-UAF1 inh	LDHA block	TrxR1 substrate	TrxR1 inh
25	-15%	3	7%[57.1 µM]	32%[activator][57.1 µM]
26	-17%	-5	3%	-20%
27	-7%	5	6%[57.1 µM]	6%[57.1 µM]
28	-5%	-8	1%	17%
29	-9%	-4	8%[57.1 µM]	-16%[57.1 µM]
30	-4%	-8	-2%	-1%
31	-17%	-2	4%	31%
32	-17%	-4	5%[57.1 µM]	8%[57.1 µM]
33	-17%	-2	5%[57.1 µM]	11%[57.1 µM]
34	-22%	-4	-2%	10%
35	x	0	10%	12%
36	28µM*	16	30%[activator]	u

Next records follow.
cpd	compound	RGS4 inh	Vif-A3F inh	Glioma ERSR ind	Vif-A3G inh	mIDH1 inhibitor
37	COc1ccc2ccccc2c1CNC(C)CCc1ccccc1 (stereo not drawn)	-16%	2%	-6%	4%	-16%
38	O=C(Nc1ccc2nsnc2c1)N1CCCCCC1	-20%	-11%	2%	-3%	-4%
39	COCCN(C(=O)CNC(=O)c1ccco1)C(C(=O)NC1CCCC1)c1ccc(OC)c(OC)c1 (stereo not drawn)	4%	-9%	-5%	-1%	-5%
40	COc1ccc(OC)c(Nc2nc(C)nc3c2oc2ccccc23)c1	-11%	-2%	-5%	-8%	8%
41	Cc1ccc(NC(=O)NCCN2CCN(C(=O)Nc3ccc(C)cc3)CC2)cc1	-14%	5%	-1%	4%	-2%

cpd	USP1-UAF1 inh	LDHA block	TrxR1 substrate	TrxR1 inh
37	-9%	-2	-7%	-3%
38	-19%	18	1%	5%[57.1 µM]
39	-12%	-3	10%[57.1 µM]	1%[57.1 µM]
40	-17%	2	60%[activator][57.1 µM]	34%[57.1 µM]
41	-22%	2	7%	24%
